Screening results deposited in PubChem by MTDP.
RNase H inhibition: RNase H inhibition, HIV 1 Gag Pol polyprotein, FRET biochemical assay, screening (AID 372). 0.77% of 100,000 active. HIV-1 RT RNase H, FRET RNA/DNA substrate fluorescence; higher % means a stronger effect. one-dose inhibition, % at 10 µM; IC50 in µM for titrated hits; in the data active means inhibition above about 50%
* = called active by the depositor.

Structure | RNase H inhibition
CCN(CC)c1ccc(-n2c(O)c(/C=C3\C=Nc4ccccc43)sc2=S)cc1 | 9.0%
COC(=O)C1=NN(C(=O)c2cccc([N+](=O)[O-])c2)C(O)(c2ccccc2)C1 (stereo not drawn) | 9.0%
Cc1ccc(S(=O)(=O)N2CCCC2C(=O)Nc2ccc([N+](=O)[O-])cc2)cc1 (stereo not drawn) | 8.0%
CSc1nc(=S)n(-c2ccc([N+](=O)[O-])cc2)c(C)c1C(C)=O | 7.0%
COc1cc(/C=C2/C(=O)NC(=O)N(c3ccccc3)C2=O)cc(Br)c1OCC(=O)O | 2.0%
CCOc1ccc(OCCCCOc2ccc(Br)cc2)cc1 | 23.0%
O=C1C2C3c4ccccc4C(c4ccccc43)C2C(=O)N1c1cccc(Oc2ccccc2)c1 (stereo not drawn) | 5.0%
Cc1ccc(N2C(=O)/C(=C\c3cccn3C)C(=O)NC2=S)cc1 | 8.0%
CCCCOc1ccc(C(=O)Nc2ccc(O)c(-c3nc4cc(C)cc(C)c4o3)c2)cc1 | 7.0%
C/C(=N\NC(=O)CCN1CCN(C)CC1)c1ccc(O)cc1 | 0.0%
Nc1nnnn1CC(=O)N/N=C/c1ccc(-c2cccc(Cl)c2Cl)o1 | 38.0%
Cc1ccc2oc(-c3ccc(Cl)c(NC(=S)NC(=O)c4ccccc4F)c3)nc2c1 | 18.0%
Cc1cc2c(c(=O)o1)C(c1ccoc1)C(C#N)=C(N)O2 (stereo not drawn) | 7.0%
CCN(CC)C(=O)c1ccccc1Br | 18.0%
COc1cc(C(=O)N2CCN(Cc3ccc(OC)c(OC)c3OC)CC2)cc(OC)c1OC | 5.0%
COc1ccc(CCNC(=O)c2ccncc2)cc1OC | 5.0%
COc1ccc(/C=N/Nc2nc(-c3ccc(Cl)cc3)cs2)cc1OC | 29.0%
COc1cccc(-c2cc(C(=O)Nc3ccc(S(N)(=O)=O)cc3)c3ccccc3n2)c1 | 7.0%
O=C(NCC1CCCO1)c1cc2nc(-c3ccccc3)cc(-c3ccccc3)n2n1 (stereo not drawn) | 8.0%
COc1ccc(C2OCC3(CO2)SC2=NCN(C)CN2C3=O)cc1 (stereo not drawn) | 2.0%
O=C(Nc1ccccc1C(=O)N1CCCC1)c1ccc(Cl)cc1 | 7.0%
Cc1ccc(N2C(=O)CC(NNC(=O)c3ccccc3)C2=O)c(C)c1 (stereo not drawn) | 5.0%
CCOC(=O)c1ccc(N2C(=O)CC(N(C)CCc3ccc(OC)c(OC)c3)C2=O)cc1 (stereo not drawn) | 9.0%
COc1cc(Br)ccc1OCC(=O)N/N=C/c1ccc(-c2ccccc2Cl)o1 | 0.0%
CC(=O)Nc1ccc(C(=O)Nc2ccc([N+](=O)[O-])cc2)cc1 | 9.0%

Other compounds:
Structure | RNase H inhibition
COCCN1C(=O)C(=O)/C(=C(/O)c2ccccc2)C1c1ccc(C)cc1 (stereo not drawn) | 0.0%
CC1=C(C(=O)Nc2cccc(C)c2C)C(c2ccc(C(C)C)cc2)NC(=O)N1 (stereo not drawn) | 13.0%
O=[N+]([O-])c1ccc(N/N=C/c2ccc(O)c(Br)c2)cc1 | 50.0%*
O=C(COc1ccc(Br)cc1)N/N=C/c1ccco1 | 0.0%
COc1ccc(OC)c(C2NC(=S)NC(C)=C2C(=O)Nc2ccccc2OC)c1 (stereo not drawn) | 7.0%
O=C(Nc1cccc(OC(F)(F)F)c1)c1cccc(OCc2ccccc2)c1 | 25.0%
O=C(Nc1nc(-c2ccc3ccccc3c2)cs1)C1CC1 | 15.0%
O=C1NC(=O)N(c2ccc(Cl)cc2)C(=O)/C1=C/c1ccc(O)c(Br)c1 | 4.0%
O=C(NC(=S)Nc1ccccc1F)c1ccccc1 | 3.0%
C=CCc1cccc(/C=N/NC(=O)c2ccccc2Br)c1O | 10.0%
COc1cc(-c2nc3ccccn3c2/N=C/c2cc3c(cc2[N+](=O)[O-])OCO3)ccc1O | 10.0%
N#C/C(=C/c1ccc(Sc2ccccc2)o1)C(=O)Nc1ccccc1 | 6.0%
CCSc1nnc2c(n1)OC(c1c(C)cc(C)cc1C)Nc1ccccc1-2 (stereo not drawn) | 20.0%
Cn1c(=O)c(N2CCOCC2)c2c3c(cccc31)C(=O)c1ccccc1-2 | 3.0%
Cc1cc(S(=O)(=O)Nc2ccc(Br)cc2)c(C)c(S(=O)(=O)c2ccc(Cl)cc2)c1 | 11.0%
O=C(Nc1ccc(OC(F)(F)F)cc1)c1ccc([N+](=O)[O-])cc1Cl | 0.0%
O=[N+]([O-])c1ccc(N2N=C(c3ccc(O)cc3)CC2c2ccc(F)cc2)cc1 (stereo not drawn) | 47.0%
COc1ccc(CNC(=O)C(=O)NCCc2ccc(OC)c(OC)c2)cc1 | 11.0%
COc1ccccc1NC1=C(Cl)C(=O)N(c2cccc(C(F)(F)F)c2)C1=O | 35.0%
Cc1ccc2[nH]c(C(=O)N/N=C/c3ccc4c(c3)OCO4)c(-c3ccccc3)c2c1 | 17.0%
COc1ccc(S(=O)(=O)N2C(=O)/C(=C3\SC(=S)NC3=O)c3ccccc32)cc1 | 20.0%
Nc1nc(NCCCN2CCOCC2)cc(-c2ccccc2)n1 | 15.0%
COc1ccc(CCN(C(C)=O)C2CC(=O)N(c3ccccc3)C2=O)cc1 (stereo not drawn) | 2.0%
COc1ccccc1C1CN(c2ccc(F)cc2F)N=C1c1cccs1 (stereo not drawn) | 12.0%
O=C(Nc1cccc2nsnc12)c1ccc(Cl)cc1Cl | 16.0%

Other compounds follow:
Structure | RNase H inhibition
CCOc1cc(OCC)cc(C(=O)Nc2ccc(-c3nc4ccc(C)cc4o3)cc2)c1 | 18.0%
CC1=C(C(=O)OC2CCCCCC2)C(c2ccc(Cl)c(Cl)c2)NC(=O)N1C (stereo not drawn) | 25.0%
COc1ccccc1NC(=O)c1c(NC(=O)c2ccccc2)sc2c1CCC2 | 18.0%
O=C(c1ccncc1)N1CCN(Cc2ccccn2)CC1 | 6.0%
CC1CN(c2ccc([N+](=O)[O-])cc2Cl)CCN1S(C)(=O)=O (stereo not drawn) | 7.0%
O=C(C[n+]1cccc(NC(=O)c2ccccc2)c1)c1ccc2c(c1)Cc1ccccc1-2 | 24.0%
CCCC(=O)C1=C(N2CCCCC2)CC(C)(C)CC1=O | 1.0%
COc1ccc(-c2nnc(SCC(=O)O)n2-c2ccccc2)cc1 | 4.0%
Cc1onc(-c2ccccc2Cl)c1C(=O)Nc1ccc(C(N)=O)cc1 | 0.0%
C/C(=N\NC(=O)c1ccccc1)c1ccc([N+](=O)[O-])cc1 | 4.0%
CC1=C(C(=O)OCc2ccccc2)C(c2ccccc2Cl)NC(=O)N1C (stereo not drawn) | 29.0%
CCOc1ccc(S(=O)(=O)N(CC(=O)Nc2ccccc2OCC)c2ccc(C)cc2)cc1 | 18.0%
C#CCOc1cc(Br)c(C=O)cc1OC | 20.0%
COC(=O)c1ccc(N2C(=O)C3C(C2=O)C2(c4ccccc4)C(=O)C3(c3ccccc3)C(c3ccc(OC)cc3)=C2c2ccc(OC)cc2)cc1 (stereo not drawn) | 57.0%*
COc1ccc(CN2CCN(Cc3cccc([N+](=O)[O-])c3)CC2)cc1OC | 18.0%
COC(=O)C1=C(C)NC2=C(C(=O)CC(c3ccccc3Cl)C2)C1c1cc(OC)ccc1OC (stereo not drawn) | 2.0%
Nc1cccc(Oc2ccc3c(c2)C(=O)N(c2cccc(Cl)c2)C3=O)c1 | 12.0%
N#CC1=C(N)SC(N)=C(C#N)C1c1ccccc1 | 14.0%
CSc1nc(-c2ccccc2F)c(C#N)c(=O)n1C | 0.0%
O=C(/C=C/c1cccc([N+](=O)[O-])c1)N1CCOCC1 | 0.0%
COc1cc(NC(=O)c2ccc(Cl)c([N+](=O)[O-])c2)c(OC)cc1Cl | 11.0%
O=C(NC(=S)NCc1ccccc1)c1cccc(Cl)c1 | 13.0%
COc1ccc(CN2CCc3c([nH]c4ccccc34)C2)cc1Br | 6.0%
O=C(Nc1ccccc1)O/N=C/c1ccc(Br)cc1 | 0.0%
Brc1cccc(/C=C/C=Nc2ccc(-c3nc4ccccc4s3)cc2)c1 | 36.0%

Ordered by heavy-atom count (ascending): part of the list above.
Structure | RNase H inhibition
N#CC1=C(N)SC(N)=C(C#N)C1c1ccccc1 | 14.0%
C/C(=N\NC(=O)c1ccccc1)c1ccc([N+](=O)[O-])cc1 | 4.0%
COc1ccc(-c2nnc(SCC(=O)O)n2-c2ccccc2)cc1 | 4.0%
Cc1onc(-c2ccccc2Cl)c1C(=O)Nc1ccc(C(N)=O)cc1 | 0.0%
Brc1cccc(/C=C/C=Nc2ccc(-c3nc4ccccc4s3)cc2)c1 | 36.0%
COc1ccc(CN2CCN(Cc3cccc([N+](=O)[O-])c3)CC2)cc1OC | 18.0%
O=C(C[n+]1cccc(NC(=O)c2ccccc2)c1)c1ccc2c(c1)Cc1ccccc1-2 | 24.0%

Back to the main list; the 3 compounds before the break are reprinted first.
Structure | RNase H inhibition
COc1ccc(CN2CCc3c([nH]c4ccccc34)C2)cc1Br | 6.0%
O=C(Nc1ccccc1)O/N=C/c1ccc(Br)cc1 | 0.0%
Brc1cccc(/C=C/C=Nc2ccc(-c3nc4ccccc4s3)cc2)c1 | 36.0%
CCN(CC)c1ccc(/C=C2\C(=O)NC(=O)N(c3ccccc3OC)C2=O)cc1 | 15.0%
COCCOC(=O)C1=C(C)NC2=C(C(=O)CC(c3ccc(OC)cc3)C2)C1c1ccc(Br)cc1 (stereo not drawn) | 10.0%
COc1ccc(Cc2noc(-c3ccccc3Cl)n2)cc1OC | 23.0%
Fc1cnc(NN=Cc2ccco2)nc1N1CCOCC1 | 4.0%
Cc1cc(C)cc(OCC(O)CNC(C)C)c1 (stereo not drawn) | 1.0%
CCOc1ccc(C2C(C(=O)OC3CCCC3)=C(C)NC3=C2C(=O)CCC3)cc1OC (stereo not drawn) | 11.0%
O=c1c(Cl)c(Cl)cnn1Cc1ccc(Br)cc1 | 6.0%
CS(=O)(=O)N(CC(=O)NCc1cccnc1)c1ccc(Cl)cc1 | 2.0%
COC(=O)C1=C(C)NC2=C(C(=O)CC(c3cccs3)C2)C1c1ccc(F)c(F)c1 (stereo not drawn) | 10.0%
Cc1oc2ccc(OCc3cccc(Cl)c3)cc2c1C(=O)O | 0.0%
Cn1c(O)c(N=NC(=O)c2ccco2)c2ccccc21 | 4.0%
CCCOC(=O)c1ccc(NC(=O)/C=C\C(=O)O)cc1 | 0.0%
C=CCOc1c(Cl)cc(CNn2cnnc2)cc1OC | 6.0%
COc1cc(C)ccc1OCCOCCOc1ccc(C(C)(C)C)cc1 | 26.0%
O=c1cc(-c2c(F)c(F)c(F)c(F)c2F)oc2c(F)c(F)c(F)c(F)c12 | 6.0%
Fc1cccc(-c2nnc(SCc3ccc4c(c3)OCO4)n2-c2ccccc2)c1 | 13.0%
COc1ccc(OCCOCCOc2ccccc2[N+](=O)[O-])cc1 | 0.0%
Cc1[nH]n2c(=O)c3c(nc2c1-c1cccc2ccccc12)CCC3 | 3.0%
Cc1ccc(Cl)cc1NC(=O)C(=O)NCc1cccnc1 | 0.0%
O=C1NC(=S)S/C1=C\c1ccc(OS(=O)(=O)c2ccc3ccccc3c2)cc1 | 33.0%
O=C(c1ccccc1)c1ccc(N2CCN(C(=O)c3ccccc3F)CC2)c(F)c1 | 1.0%
Cc1ccc2nc(-c3ccc(NC(=O)/C=C/c4ccc5c(c4)OCO5)cc3)sc2c1 | 40.0%
CCCCCCCCCCCCCCCCn1cc[n+](C)c1 | 43.0%
CC(C)CCn1c(CC(C)C)nc2ccccc21 | 29.0%
CCOc1ccccc1NC1=C(Cl)C(=O)N(c2ccc(C)cc2)C1=O | 7.0%

The listing continues.
Structure | RNase H inhibition
O=C(c1ccc(Cl)c(Cl)c1)N1CCN(C/C=C/c2ccccc2)CC1 | 8.0%
O=[N+]([O-])c1ccc(/C=C(Cl)/C=N\n2cnnc2)cc1 | 0.0%
O=C1N=C(N2CCN(C3=NC(=O)/C(=C\c4ccc(O)cc4)S3)CC2)S/C1=C\c1ccc(O)cc1 | 0.0%
O=C1NC(=O)N(c2cccc(Br)c2)C(=O)/C1=C/c1ccc(F)cc1 | 5.0%
CC1=C(C(=O)OC(C)C)C(c2ccc(Cl)cc2)C2=C(CC(c3ccccc3)CC2=O)N1 (stereo not drawn) | 3.0%
CCCC(=O)N1c2ccccc2Sc2ccccc21 | 24.0%
CCCOc1ccccc1NC(=O)Nc1cccc2ccccc12 | 43.0%
Cc1nn(-c2ccccc2)c2c1C(c1ccc([N+](=O)[O-])cc1)C(C#N)=C(N)O2 (stereo not drawn) | 10.0%
C#Cc1cccc(NC(=O)c2ccc(Oc3ccc(NC(=O)c4cccc(C#C)c4)cc3)cc2)c1 | 9.0%
CCOC(=O)C1=C(O)/C(=C\c2cccc3ccccc23)N=C1C | 0.0%
CC(C)(C)c1cc(/C=C2\SC(=S)N(N)C2=O)cc(C(C)(C)C)c1O | 8.0%
C/C=C/c1ccc(OCCOCCOc2ccc(C(=O)OC)cc2)c(OC)c1 | 11.0%
O=C(NC(=S)Nc1cccc(NC(=O)c2ccccc2Cl)c1)c1ccccc1Cl | 24.0%
O=C(CC1Sc2ccc(C(F)(F)F)cc2NC1=O)Nc1ccc([N+](=O)[O-])cc1 (stereo not drawn) | 14.0%
CN1C(=O)C(=Cc2ccc(N3CCCC3)o2)C(=O)N(C)C1=O | 30.0%
COc1ccc(OC)c(C2=C/C(=C/c3ccco3)C(=O)O2)c1 | 1.0%
O=C(CCCN1C(=O)/C(=C/c2ccc(F)cc2)SC1=S)Nc1ccc(C(=O)O)cc1 | 2.0%

These rows are one share of the data; rates above refer to the full screens.
